VHR inh color = VHR1 (DUSP3) phosphatase inhibition; P51452; recombinant VHR phosphatase, colorimetric substrate read-out; inhibition, % at 20 µM; actives 0.7% (n = 50,000); AID 1992; in the data active means inhibition above about 60%; further: some results filed as inactive read as strong as hits
Target sequence (P51452 whole entry, looked up): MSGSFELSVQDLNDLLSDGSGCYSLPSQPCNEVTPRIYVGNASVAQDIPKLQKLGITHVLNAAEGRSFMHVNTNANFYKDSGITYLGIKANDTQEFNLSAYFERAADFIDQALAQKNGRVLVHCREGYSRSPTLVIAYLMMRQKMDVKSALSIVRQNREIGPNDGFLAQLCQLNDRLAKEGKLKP
Active calls of the source: *. An excerpt (hit frequency here may not be typical).

SMILES	VHR inh color
COc1ccc(-c2ccc(C=C3C(=O)c4ccccc4C3=O)o2)c([N+](=O)[O-])c1	3.0
Cc1nc2ccccc2n1CC(O)COc1ccc(I)cc1 (centres undefined)	-3.2
COC(=O)c1c(C)oc2cc(Br)c(OC(=O)c3ccco3)cc12	-9.4
CC1(C)Cc2cc3c(=O)n(-c4ccccc4)c(=S)[nH]c3nc2CO1	7.0
COc1cc(/C=C2/SC(=S)NC2=O)cc(Cl)c1OCc1ccccc1F	-10.1
CC(=O)c1ccc(NC(=O)C2C(C)(C)C2(C)C)cc1	-20.0
CCOc1ccc(C(=O)NCc2ccco2)cc1OCC	-46.7
CC1(C)NC(=S)N(c2ccccc2)N1	-10.9
COc1ccc(C(C)NC(=O)CN(c2ccc(OC)cc2OC)S(=O)(=O)c2ccccc2)cc1 (centres undefined)	12.4
COc1ccc(NC(=O)C(O)(c2ccccc2)c2ccccc2)cc1	-68.0
CCn1c(=O)c2c(n3cnnc13)-c1ccccc1CC21CCCCC1	5.6
COc1ccc(/C(N)=N/OC(=O)COc2ccc(C(C)(C)C)cc2)cc1	5.3
CN(C)c1ccc(/C=N/Nc2ncnc3c2cnn3Cc2ccccc2)cc1	-86.1
CC(C)(C)c1cc(C(=O)N/N=C\c2ccc(Cl)cc2)n[nH]1	-7.9
Cc1ccc(/C=C/C(=O)Nc2ccc([N+](=O)[O-])cc2)o1	-9.0
CSc1ccc(/C=N/NC(=O)/C(=C\c2ccc3c(c2)OCO3)NC(=O)c2ccccc2)cc1	-11.6
O=C1OC(c2ccc(Cl)cc2)=C/C1=C\c1cccs1	21.3
CCOC(=O)c1c(NC(=O)CC(c2ccccc2)c2ccccc2)sc(C(N)=O)c1C	-0.4
N#C/C(=C\c1ccco1)c1nn(CCO)c(N)c1C#N	-7.0
O=C(NC(c1ccccc1)c1ccccc1)c1ccncc1	-20.3
CC(=O)N1CCN(c2ccc(NC(=O)c3ccccc3)cc2)CC1	-4.9
O=C(N/N=C/c1ccncc1)c1[nH]c2ccc([N+](=O)[O-])cc2c1-c1ccccc1	-18.9
CCc1ccccc1NC(=O)c1c(NC(=O)c2ccco2)sc2c1CCC2	4.9
COc1ccc(C(=O)Nc2ccc(Br)c(Cl)c2)cc1	7.5
COc1ccc(/C=C2\C(=O)N(C)C(=S)N(c3ccc(C)cc3)C2=O)cc1OC	5.9

Laid out differently: entries from further up.
O=C(NC(c1ccccc1)c1ccccc1)c1ccncc1
  VHR inh color: -20.3

CC(=O)N1CCN(c2ccc(NC(=O)c3ccccc3)cc2)CC1
  VHR inh color: -4.9

O=C(N/N=C/c1ccncc1)c1[nH]c2ccc([N+](=O)[O-])cc2c1-c1ccccc1
  VHR inh color: -18.9

(cont.)
SMILES	VHR inh color
Cc1oc(C)c2c(=O)cc(-c3ccc4c(c3)OCO4)cc(O)c12	5.6
COc1ccc(C(=O)CC(c2ccccc2)S(=O)(=O)c2ccccc2)cc1 (centres undefined)	-17.5
CC12CC3CC(C)(C1)CC(C(=O)Nc1cc(Cl)ccc1Cl)(C3)C2	-21.7
COc1ccc(/C=C/C(=O)NC(=S)Nc2ccccc2O)cc1	-11.3
CCNC(=S)NNc1nc(N2CCCCC2)nc(N2CCOCC2)n1	75.2
Cc1ccc(-c2nc3ccccc3o2)cc1NC(=O)/C=C/c1cccc([N+](=O)[O-])c1	-0.2
Cc1nn(C(=O)COc2ccc(Cl)cc2)c(C)c1Sc1ccccc1[N+](=O)[O-]	-21.1
Cc1ccc(CN2CCN(CCNC(=O)C(=O)Nc3ccc(F)cc3)CC2)cc1	-10.8
COc1ccc(-n2c(O)c(C3=c4ccccc4=NC3=O)sc2=O)cc1	-19.7
O=C(c1ccccc1F)N1CCN(c2ccc([N+](=O)[O-])cc2C(F)(F)F)CC1	-7.5
Cc1ccc(-n2c(/C=C/c3ccc(O)c(O)c3)nc3ccccc3c2=O)cc1	34.6
Clc1ccc(Cc2noc(C34CC5CC(CC(C5)C3)C4)n2)cc1	1.8
C=C(C)C1CC=C(C)/C(=N/NC(=O)c2cccc(C)c2)C1 (centres undefined)	-9.7
COc1ccc(CNCc2ccccn2)cc1OC	-37.9
CCCOc1ccc(N2C(=O)CC(N3CCC(O)CC3)C2=O)cc1 (centres undefined)	1.2
O=c1oc(-c2ccccc2F)nc2c1cnn2-c1ccccc1	-36.1
O=C(N/N=C/c1ccc(Cl)cc1)c1ccccc1F	1.5
Clc1ccccc1OCCCN1CCOCC1	-13.1
COc1cc(/C=C2/S/C(=N/S(=O)(=O)c3ccccc3)NC2=O)c([N+](=O)[O-])cc1OC	1.1
COc1ccc(C(O)c2coc3ccc(O)c(CN(C)C)c23)cc1 (centres undefined)	-19.2
Cc1ccc(S(=O)(=O)N(CC(O)CN(C)C)c2cccc3ccccc23)cc1 (centres undefined)	2.6
O=C(c1ccccc1)N1CCN=C1c1ccccc1	-21.4
CCCN(/C=N/S(=O)(=O)c1ccc(Cl)cc1)CCC	-22.2
COc1ccc(S(=O)(=O)N2CCN(Cc3cc(OC)c(O)c(OC)c3)CC2)cc1	10.2
CCC(=O)N1c2ccccc2NC2=C(C(=O)CC(c3ccccc3)C2)C1c1cccc(Br)c1 (centres undefined)	3.7

Next section.
SMILES	VHR inh color
Cc1ccc(S(=O)(=O)Nc2ccc(O)cc2)c(C)c1	2.3
CCN(CC)c1ccc(NC(=O)c2ccc(I)cc2)cc1	4.3
Cc1n[nH]c(C)c1CCCCCCOc1cccc(Cl)c1	12.9
Cc1cccc(N/C(N)=N/c2nc(C(F)(F)F)cc(=O)[nH]2)c1C	-0.3
COC(=O)c1c(NC(=O)c2cccnc2)sc(C)c1C	0.5
O=C(c1cc(-c2ccccc2)nc2ccccc12)N1CCCC1	8.8
Cc1cccc(OCC(=O)N/N=C/c2cc(Br)cc(I)c2O)c1	-14.8
CCCC(=O)Nc1sc(C(=O)N(CC)CC)c(C)c1C(=O)OC	2.2
Cc1ccccc1NC(=O)c1c(NC(=O)c2cccc(Br)c2)sc2c1CCCC2	-14.4
CCOc1cc(/C=C2\C(=O)NN(c3ccc(Cl)c(Cl)c3)C2=O)ccc1OC(C)=O	42.3
COc1ccc(CNC(=O)C(=O)Nc2cccc(Cl)c2)cc1	3.2
CN1CCN(CCC(=O)N/N=C/c2cccnc2)CC1	5.7
O=C(/C=C/c1ccccc1)NC(=S)Nc1ccc(NC(=O)c2ccccc2)cc1	-18.9
COc1cc(CN2CCN(Cc3ccc(C(F)(F)F)cc3)CC2)cc(OC)c1OC	3.9
CC(C)(CN1CCCCC1)NS(=O)(=O)c1ccc(Cl)cc1	-11.6
CCN(CC)C(=O)c1sc(NC(=O)C2c3ccccc3Oc3ccccc32)c(C(N)=O)c1C	-23.5
CC(=O)Nc1ccc(S(=O)(=O)Nc2ccc(Nc3ccccc3)cc2)cc1	-0.1
CCc1c(C#N)c(N)nc(SCC(=O)c2ccc(Cl)c(Cl)c2)c1C#N	2.2
Cc1ccc2[nH]c(C)c(CN(C)Cc3ccccc3)c(=O)c2c1	-0.5
O=C1/C(=C/c2ccc(Br)cc2)SC(=S)N1Cc1ccco1	-4.1
CCC(=O)N1c2ccccc2NC2=C(C(=O)CC(C)(C)C2)C1c1ccccn1 (centres undefined)	-4.9
COc1cc(/C=C2/SC(=S)N(C)C2=O)ccc1OCCOc1cc(C)ccc1C(C)C	-15.3
N#C/C(=C\c1ccc(-c2ccc(S(N)(=O)=O)cc2)o1)C(N)=O	-2.3
O=C(CCN1C(=O)/C(=C\c2cccs2)SC1=S)Nc1nccs1	-14.3
COc1ccc(/C=C(\NC(=O)c2ccccc2)C(=O)Nc2ccc(Cl)cc2)cc1OC	-2.6

The results go on.
SMILES	VHR inh color
O=C(CC12CC3CC(C1)CC(CC(=O)N1CCOCC1)(C3)C2)N1CCOCC1	-4.5
Cc1ccc(C(=O)Oc2ccccc2C(=S)N2CCOCC2)cc1	-9.1
CC(C)(C)C(=O)Nc1ccc(S(=O)(=O)Nc2nccs2)cc1	10.7
N#CC1=C(N)C(C#N)(C#N)C(c2cccnc2)C2CSCC=C12 (centres undefined)	12.5
Cc1cccc(N2C(=O)NC(=O)C(=Cc3ccc(N(C)C)cc3)C2=O)c1	2.1
CCN1C(=O)/C(=C/c2cc([N+](=O)[O-])ccc2OC)SC1=S	-15.2
CCn1c2c(c3cc([N+](=O)[O-])ccc31)CCCC2=O	-26.1
O=C1NC(=O)N(c2ccccc2)C(=O)/C1=C\c1ccc(-c2ccc(C(=O)O)cc2)o1	-19.6
COc1ccc(N2C(=O)CC(N3CCN(c4ccccc4F)CC3)C2=O)cc1 (centres undefined)	-36.3
Cc1ccccc1OCC(=O)Nc1ccc(Cl)cc1Cl	-7.2
Cc1ccc(S(=O)(=O)NNC(=O)c2c[nH]c3ccccc23)cc1	-4.8
S=c1[nH]nc(-c2ccc(Cl)cc2)n1-c1ccc(Cl)cc1	15.9
Cc1oc(C(=O)O)cc1CSC(C)C(=O)O (centres undefined)	-9.3
CC(=O)NC1=NC(=O)/C(=C\c2ccccc2C)S1	8.1
Cc1cc(Cl)ccc1NC(=O)CN(c1cccc([N+](=O)[O-])c1)S(=O)(=O)c1ccccc1	2.8
CC1=C(C(=O)OC2CCCCCC2)C(c2ccc3c(c2)OCO3)C2=C(CCCC2=O)N1 (centres undefined)	-1.1
CCOC(=O)C1=C(C)NC2=C(C(=O)CC(C)(C)C2)C1c1ccc(C)cc1C (centres undefined)	0.2
O=S(=O)(Nc1ccc(S(=O)(=O)N2CCOCC2)cc1)c1ccc(Br)cc1	-23.3
S=C(Nc1ccc(Cl)cc1Cl)NC1CCCCC1	-2.5
CC(=O)Nc1ccc(S(=O)(=O)Nc2ccc3c(c2)OCCO3)cc1	-4.1
O=c1[nH]c(N/N=C/c2cccs2)nnc1-c1ccccc1	-3.3
Cc1ccc2nc3[nH]c(=O)[nH]c(=O)c3nc2c1	-11.3
O=C(Nc1ccc(F)c([N+](=O)[O-])c1)c1ccc(OCc2ccccc2)cc1	-9.3
O=[N+]([O-])c1ccc(C2Nc3ccc([N+](=O)[O-])cc3C3C=CCC32)cc1 (centres undefined)	-17.7
Cc1ccc(OCCCCCCN2CCCC2)cc1	15.2

Six records drawn at random from the list so far, as already listed:
SMILES	VHR inh color
Cc1ccc(S(=O)(=O)N(CC(O)CN(C)C)c2cccc3ccccc23)cc1 (centres undefined)	2.6
COc1ccc(-n2c(O)c(C3=c4ccccc4=NC3=O)sc2=O)cc1	-19.7
N#C/C(=C\c1ccc(-c2ccc(S(N)(=O)=O)cc2)o1)C(N)=O	-2.3
COc1ccc(N2C(=O)CC(N3CCN(c4ccccc4F)CC3)C2=O)cc1 (centres undefined)	-36.3
CC(C)(CN1CCCCC1)NS(=O)(=O)c1ccc(Cl)cc1	-11.6
Cc1cccc(OCC(=O)N/N=C/c2cc(Br)cc(I)c2O)c1	-14.8

The list continues.
SMILES	VHR inh color
CCc1ccc(CNCCc2ccc(OC)cc2)cc1	5.9
O=C(Nc1ccccc1)Nc1nc(-c2ccc(Cl)cc2Cl)cs1	-16.0
NC(=O)CCn1c(=S)n(CCC(N)=O)c2ccccc21	-20.8
COc1ccc(Cc2c(O)nc(SCC(C)C)[nH]c2=O)cc1	18.7
COc1ccc(C(=O)N/N=C/c2ccncc2)cc1OC	-37.9
CCOC(=O)N1CCN(c2ccc(C(=O)CC)cc2F)CC1	10.7
Cc1cc(C)n2nc(C(=O)NCc3ccccc3)c(Br)c2n1	-0.2
CN1CCN(C2=NC(=O)/C(=C/c3ccc(Cl)cc3)S2)CC1	15.1
O=C(Nn1c(=O)c2cc3c(=O)n(NC(=O)c4ccc(O)cc4)c(=O)c3cc2c1=O)c1ccc(O)cc1	-3.6
COc1ccc(N2C(=O)NC(=O)/C(=C\c3ccc(OC)cc3C)C2=O)cc1	7.9
COc1ccc(/C=C/C(=O)Nc2ccc(N3CCOCC3)cc2)cc1OC	-46.1
Cc1ccc(C(C)C)c(OCC(=O)Nc2cc(-c3nc4ccccc4o3)ccc2C)c1	0.6
COCCNC(=O)COc1ccc(Cl)cc1Br	-12.6
CCc1ccc(/C=C2\SC(=O)NC2=O)cc1	-18.7
CC(C)(C)c1cc(N2C(=O)C(=O)/C(=C(/O)c3ccc(Cl)cc3)C2c2cccc([N+](=O)[O-])c2)no1 (centres undefined)	26.4
O=C(/C=C/c1cccc(C(F)(F)F)c1)Nc1cccc(C(F)(F)F)c1	-22.9
CCOC(=O)C1=C(C)N=c2s/c(=C\c3cc(OC)c(OC)cc3[N+](=O)[O-])c(=O)n2C1c1cccc(OC)c1 (centres undefined)	-6.4
CCc1cc(C)cc(OCCOc2ccccc2/C=C2/SC(=S)N(C)C2=O)c1	-4.7
O=S(=O)(Nc1cccc(Cl)c1Cl)c1ccc2ccccc2c1	-0.3
CN1CCN(CCCOc2cc(Cl)ccc2Cl)CC1	-30.0
CCc1cc2c3c(c(=O)oc2cc1O)CCCC3	-12.8
Nc1c(NCCN2CCCC2)c2ccccc2oc1=O	11.2
CC(=O)N1N=C2C3CCN(CC3)C2C1c1ccc([N+](=O)[O-])cc1 (centres undefined)	-15.7
COc1ccc(CCNC(=O)C(=O)Nc2cc(C)cc(C)c2)cc1OC	-11.4
CC(=O)c1cccc(NC(=O)CN(c2ccccc2)S(=O)(=O)c2ccccc2[N+](=O)[O-])c1	-19.8

Reformatted: results already given
Compound: CCc1cc(C)cc(OCCOc2ccccc2/C=C2/SC(=S)N(C)C2=O)c1
  VHR inh color = -4.7

Compound: O=S(=O)(Nc1cccc(Cl)c1Cl)c1ccc2ccccc2c1
  VHR inh color = -0.3

Continuation.
SMILES	VHR inh color
O=[N+]([O-])c1cc(F)c(N2CCOCC2)cc1Br	0.1
Cc1ccc(-c2c(C#N)c(SCC(=O)c3ccc(O)c(O)c3)nc3c2CCCC3)o1	-5.5
O=c1c2cc3c(=O)n(-c4nc5ccccc5s4)c(=O)c3cc2c(=O)n1-c1nc2ccccc2s1	-11.9
O=C1C=CC(=O)N1c1ccc(SC(F)F)cc1	27.4
O=c1oc2cc(O)c([N+](=O)[O-])cc2cc1-c1csc(-c2cc3ccccc3oc2=O)n1	3.6
COc1ccccc1CNCc1cc(OC)c(O)c(OC)c1	8.0
CC(C)c1ccc(NC(=O)C(=O)NCCCO)cc1	7.1
CCOC(=O)/C(C#N)=C/Nc1ccccn1	-13.3
N=C1S/C(=C\c2ccc(-c3cccc([N+](=O)[O-])c3)o2)C(=O)N1c1ccc2c(c1)OCO2	5.8
O=C(/C=C/c1ccc([N+](=O)[O-])cc1)Nc1ccc(F)cc1	-0.5
COc1ccc(C(=O)Nc2sc3c(c2C(N)=O)CCC(C(C)(C)C)C3)cc1 (centres undefined)	-0.4
